CD11b adhes enh: enhancers of human CD11b/CD18 binding to fibrinogen. P05107+P11215. K562 CD11b/CD18 adhesion to fibrinogen, ATPlite luminescence. activation, % at 10 µM. 0.07% of 93,000 active. AID 1499;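 active means 10 µM primary screen giving 50% or more activity, confirmed by 40% or more on retest at that dose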; further: strong numbers were not always called active; reference of the scale not given here
ERa SRC1 pot: enhances coactivator binding to human estrogen receptor alpha | AID 639 | TR-FRET ERalpha-LBD/SRC-Cy5 coactivator binding, 2 h; 100 = basal binding, no effect | 1.3% of 86,000 active | P03372 | coactivator binding (% of control), % at 25.6 µM; in the data active means activity above about 200%;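 further: binding measured in presence of low estradiol as agonist stimulus; 0% = peptide alone without receptor and 100% = receptor with peptide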
Smad3 inh: inhibitors of human Smad3 transcription factor binding. P84022. TR-FRET Smad3/Dy647-FoxH1 peptide binding, europium anti-His. inhibition, % at 25 µM. 0.29% of 88,000 active. AID 630;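 active means compounds that reduce the energy-transfer binding signal between the protein and its labelled peptide by more than half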;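 further: 0% = Smad3 plus labelled peptide maximal FRET and 100% = peptide-only background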
Target sequence (P84022 whole entry, looked up): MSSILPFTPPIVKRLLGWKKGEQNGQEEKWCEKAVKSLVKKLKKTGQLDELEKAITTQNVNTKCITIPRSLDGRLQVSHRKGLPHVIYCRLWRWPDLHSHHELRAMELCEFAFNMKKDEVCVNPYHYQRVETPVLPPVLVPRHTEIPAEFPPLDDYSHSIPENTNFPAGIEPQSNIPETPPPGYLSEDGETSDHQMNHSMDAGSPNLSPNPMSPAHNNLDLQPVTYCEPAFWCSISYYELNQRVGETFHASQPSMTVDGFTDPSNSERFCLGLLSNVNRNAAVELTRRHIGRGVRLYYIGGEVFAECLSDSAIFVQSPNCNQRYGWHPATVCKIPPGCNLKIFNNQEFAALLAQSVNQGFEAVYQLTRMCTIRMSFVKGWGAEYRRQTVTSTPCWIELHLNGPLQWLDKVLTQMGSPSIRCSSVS
H69AR inhibit: growth inhibitors of human H69AR lung tumor cells; H69AR lung tumor viability, ATP luminescence, 72 h; hits give low values; viability, % at 10 µM; 6% of 85,000 active;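 active means viability at or below 40%; inactive means viability above 40%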;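 further: multidrug resistant small cell line overexpressing MRP-1 efflux transporter; 100% = mean luminescence of untreated control wells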
MT1-MMP txn act: activates MT1-MMP transcription | HT1080 MT1-MMP promoter luciferase reporter, luminescence, overnight; hits give high values | activation factor at 10 µM | 0.16% of 86,000 active | AID 750;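 active means activation factor of at least 2 for MT1-MMP transcription at 10 µM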
ERb SRC1 inh: ER-beta (human) coactivator binding inhibition; Q92731; TR-FRET ER-beta LBD / SRC1-Cy5 peptide binding; receptor agonist-loaded with 1 µM estradiol; inhibition, % at 25.6 µM; 1.3% of 86,000 active; AID 633;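 active means compounds whose percent inhibition of the receptor-coactivator binding signal exceeds about 50% in the single-dose screen, limit read from the data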;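 further: 0% = receptor plus peptide wells without compound and 100% = peptide-only wells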
Target sequence (Q92731 whole entry, looked up, the tested form may be a part): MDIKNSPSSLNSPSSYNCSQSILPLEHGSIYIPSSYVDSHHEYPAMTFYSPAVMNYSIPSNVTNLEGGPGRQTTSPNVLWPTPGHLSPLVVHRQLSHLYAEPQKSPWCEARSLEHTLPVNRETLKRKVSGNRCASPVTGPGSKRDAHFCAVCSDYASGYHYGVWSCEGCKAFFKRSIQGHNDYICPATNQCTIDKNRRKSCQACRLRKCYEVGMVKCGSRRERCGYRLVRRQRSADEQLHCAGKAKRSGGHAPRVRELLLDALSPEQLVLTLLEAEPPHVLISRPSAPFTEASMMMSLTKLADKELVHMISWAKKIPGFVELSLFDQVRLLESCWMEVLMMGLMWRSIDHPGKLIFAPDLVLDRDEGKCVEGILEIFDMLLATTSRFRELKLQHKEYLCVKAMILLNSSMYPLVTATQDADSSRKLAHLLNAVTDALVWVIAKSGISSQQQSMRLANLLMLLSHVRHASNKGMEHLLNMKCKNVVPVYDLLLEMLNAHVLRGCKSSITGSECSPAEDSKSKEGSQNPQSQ
ERa SRC1 inh: ER-alpha (human) coactivator binding inhibition; TR-FRET ER-alpha LBD / SRC-1 peptide, estradiol-bound; AID 629; 1.7% of 86,000 active; P03372; inhibition, % at 25.6 µM; in the data active means inhibition above about 50%;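 further: 0% = receptor plus peptide control and 100% = peptide only without receptor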
Lung fibro prol: blocks proliferation of human lung fibroblasts. LL 47 human lung fibroblast viability, ATP luminescence; hits give low values. viability, % at 10 µM. 1.1% of 85,000 active;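 active means viability at or below 50% in the single dose screen; inactive means viability above 50%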;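 further: compound exposure lasted 72 h before the ATP readout; 100% = median luminescence of untreated cell-only wells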
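Test system: LL 47 human lung fibroblasts / Quantity: 1,150 cells in each well / Medium: IMEM growth medium with 15% fetal bovine serum / Incubation: 72 h compound exposure at 37 °C after overnight plating / Detection: CellTiter-Glo luminescence measuring cellular ATP / Read-out: % viability versus median cells-only luminescence / Benchmarks: cell-only wells, no compound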
HUVEC prolif 384: inhibitors of human endothelial cell proliferation. HUVEC proliferation, CellTiter-Glo luminescence, 72 h; hits give low values. viability, % at 10 µM (by protocol). 1.1% of 86,000 active;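 active means viability at or below 30%; inactive means viability above 30%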;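 further: 100% = median luminescence of DMSO-only cell control wells on each plate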
Starred values were filed as active, the others as inactive; · = not tested or not shown; [ ] = another dose, or the depositor's remark. Not all compounds are listed; the hit share may differ from the screen's.

(1) CCOC(=O)c1ccc(NC(=O)NC2CCN(CC(=O)NCc3ccc4c(c3)OCO4)CC2)cc1
(2) CCCOc1ccc(C2C(C#N)=C(N)Oc3nc[nH]c(=O)c32)cc1OC (centres undefined)
(3) Cc1cccc(NC(=O)CN(C)S(=O)(=O)c2ccc(Cl)cc2)n1
(4) CCOc1ccc(S(=O)(=O)n2ccnc2)c2ccccc12
(5) CCOC(=O)c1cnc(-n2nc(C)cc2C)nc1Nc1ccc(N(C)C)cc1
(6) CCN(CC)S(=O)(=O)c1csc(C(=O)NC2CCCCC2)c1
(7) Cc1ccc(C)c(OC(=O)c2ccncc2)c1
(8) Cc1cccc(N(C(=O)c2cnc3n(c2=O)CCS3)C2CCCCC2)c1

Compound,1,2,3,4,5,6,7,8
CD11b adhes enh,2,-2,-3,2,·,-4,·,·
ERa SRC1 pot,125,109,105,103[fluorescence artefact?],88[fluorescence artefact?],115,90,96
Smad3 inh,-22,5,5,0,9,1,-6,1
H69AR inhibit,92,98,86,97,3.0*,74,70,81
MT1-MMP txn act,0.9,1,1.1,1.1,0.6,1.1,1.2,1.1
ERb SRC1 inh,-6,-11,17,-5,9,-17,10[fluorescence artefact?],1
ERa SRC1 inh,23,-5,-2,-1,7[fluorescence artefact?],-16,8,-1
Lung fibro prol,99,95,100,99,30*,99,101,97
HUVEC prolif 384,88,102,92,100,56,100,99,95

(9) O=C(O)CC(NC(=S)NCc1ccccc1)C(=O)O (centres undefined)
(10) Cc1cccc(C2(c3cccc(C)c3)OC(=O)c3ccccc32)c1
(11) CCC(Oc1ccccc1)C(=O)NCc1cccnc1 (centres undefined)
(12) OC1CCN(c2c3c(nc4cc(-c5cccc(F)c5)nn24)CCCC3)CC1
(13) CCn1c(SCC(=O)OC)nnc1-c1ccncc1
(14) C=CCSc1nnc(Cc2c(C)[nH]c3ccccc23)o1
(15) COCCCNC(=O)C1CCCN(C(=O)Nc2ccc(OC)cc2)C1 (centres undefined)
(16) COc1cc(C)nc(NS(=O)(=O)c2ccccc2)n1

Compound,9,10,11,12,13,14,15,16
CD11b adhes enh,2,-6,0,4,·,·,·,1
ERa SRC1 pot,107,56,112,104,115,100,117,108
Smad3 inh,-6,-12,-11,2,-15,1,-8,-5
H69AR inhibit,108,88,101,95,94,96,100,102
MT1-MMP txn act,1.1,1.2,1.3,1,1.2,1,1.2,1.1
ERb SRC1 inh,-10,11[fluorescence artefact?],-4,8,24,-8[fluorescence artefact?],-4,3
ERa SRC1 inh,-9,2,-3,-1,30,-5,0,-11
Lung fibro prol,104,96,99,98,105,86,100,99
HUVEC prolif 384,99,97,94,74,102,90,92,95

(17) COC(=O)c1[nH]c2cc(OC)c(OC)cc2c1NC(=O)CN1CCN(Cc2ccccc2)CC1
(18) CC(C)C(C(=O)Nc1cccnc1)N1C(=O)c2ccccc2C1=O (centres undefined)
(19) Cc1csc(=Nc2ccc(S(=O)(=O)N3CCOCC3)cc2)n1Cc1ccco1
(20) O=C(c1cccc(OC(F)F)c1)N1CCN(c2ncccn2)CC1
(21) CC(=O)c1cc(C#N)c(SCC(=O)OC(C)(C)C)nc1C
(22) Cc1ccc(-n2nc3cc(C)c(NC(=O)c4cccnc4)cc3n2)cc1
(23) COc1ccc(/C=C(/C#N)c2cccnc2)cc1OC
(24) Cc1ccc2cc(C(c3nnnn3C3CCCC3)N3CCN(c4ccccc4)CC3)c(=O)[nH]c2c1 (centres undefined)

Compound,17,18,19,20,21,22,23,24
CD11b adhes enh,0,-2,-1,-1,-2,·,·,10
ERa SRC1 pot,106[fluorescence artefact?],117,104,110,102[fluorescence artefact?],148,108,134[fluorescence artefact?]
Smad3 inh,11,3,5,2,1,5,4,4
H69AR inhibit,65,·,90,110,74,82,76,·
MT1-MMP txn act,1.1,1.2,1.1,1.1,1.2,1.5,1.1,1
ERb SRC1 inh,12[fluorescence artefact?],-3,5,-4[fluorescence artefact?],-2[fluorescence artefact?],3,13,6
ERa SRC1 inh,1[fluorescence artefact?],-4,-9,1[fluorescence artefact?],11[fluorescence artefact?],9,4,6
Lung fibro prol,94,102,95,106,101,88,102,102
HUVEC prolif 384,82,103,107,100,95,79,113,110

(25) Cc1nc2c(-c3ccc(F)cc3)c(C)nn2c(C)c1CCC(=O)NCc1ccco1
(26) COc1ccc(CC(=O)Nc2c3c(nn2-c2cccc(C)c2C)CS(=O)(=O)C3)cc1
(27) CCc1ccc(C(=O)N2CCCC2)s1
(28) CCN(CC)c1ccc2c(Cl)c(Br)c(=O)oc2c1
(29) NC(=O)/C(=N\OC(=O)c1ccco1)c1nc(-c2ccc(Br)cc2)cs1
(30) Cc1cc(C)c2nc(SCCC#N)nc(C)c2c1
(31) Cn1cc(Cl)c(C(=O)NC2CCCCCC2)n1
(32) C=CCNC(=O)C1CCN(S(=O)(=O)c2ccc(Br)cc2)CC1

Compound,25,26,27,28,29,30,31,32
CD11b adhes enh,-2,3,-2,·,-4,0,·,2
ERa SRC1 pot,96,117,116,139[fluorescence artefact?],86[fluorescence artefact?],102,104,115
Smad3 inh,4,0,1,-3[fluorescence artefact?],-2,-6,-10,7
H69AR inhibit,87,79,98,12*,62,76,89,75
MT1-MMP txn act,·,1.1,1.1,1.3,1.1,1.1,1.3,1
ERb SRC1 inh,-2,-5,-2,-4,47[fluorescence artefact?],-10,0,0
ERa SRC1 inh,6,3,-5,-3,66*[fluorescence artefact?],-4,-4,4
Lung fibro prol,92,91,100,34*,97,90,105,90
HUVEC prolif 384,94,96,112,47,53,81,108,80

(33) Cc1ccc(C(=O)OCC(=O)Nc2ncc(Cl)cc2Cl)cc1NC(=O)c1ccco1
(34) COc1ccccc1N1CCN(C(c2ccccn2)c2nnnn2C2CCCCC2)CC1 (centres undefined)
(35) CCn1c(COc2ccccc2)nc2ccccc21
(36) NC(=O)CSc1nnc(C2CC2)n1Cc1ccccc1
(37) Cc1cc(C)n2c(SCc3ccc(C#N)cc3)nnc2n1
(38) CCOc1ccc(-c2cc(CCCC(=O)NCc3ccco3)no2)cc1
(39) COc1ccc(C2C(CC(=O)O)=C(O)C(=O)N2c2ccccc2)cc1 (centres undefined)
(40) CC(Cc1ccccc1)NC(=O)C1(c2ccccc2)CCOCC1 (centres undefined)

Compound,33,34,35,36,37,38,39,40
CD11b adhes enh,0,6,·,0,3,1,-1,0
ERa SRC1 pot,51,91,116[fluorescence artefact?],88[fluorescence artefact?],118,204*,100,104
Smad3 inh,21[fluorescence artefact?],-1,-3,-13[fluorescence artefact?],10,-2,4[fluorescence artefact?],9
H69AR inhibit,76,89,105,103,87,96,91,101
MT1-MMP txn act,1.1,1.1,1.3,1.2,1,0.5,1.2,1.1
ERb SRC1 inh,38,1,-13,13[fluorescence artefact?],-11,-2,5[fluorescence artefact?],-3
ERa SRC1 inh,44,-9,-16,-7,-5,-43,2,-1
Lung fibro prol,91,93,108,120,98,100,100,99
HUVEC prolif 384,80,86,92,100,95,109,98,102

An excerpt of these results, with bars between the fields:
nr | compound | CD11b adhes enh | ERa SRC1 pot | Smad3 inh | H69AR inhibit | MT1-MMP txn act | ERb SRC1 inh | ERa SRC1 inh | Lung fibro prol | HUVEC prolif 384
35 | CCn1c(COc2ccccc2)nc2ccccc21 | · | 116[fluorescence artefact?] | -3 | 105 | 1.3 | -13 | -16 | 108 | 92
36 | NC(=O)CSc1nnc(C2CC2)n1Cc1ccccc1 | 0 | 88[fluorescence artefact?] | -13[fluorescence artefact?] | 103 | 1.2 | 13[fluorescence artefact?] | -7 | 120 | 100
37 | Cc1cc(C)n2c(SCc3ccc(C#N)cc3)nnc2n1 | 3 | 118 | 10 | 87 | 1 | -11 | -5 | 98 | 95
38 | CCOc1ccc(-c2cc(CCCC(=O)NCc3ccco3)no2)cc1 | 1 | 204* | -2 | 96 | 0.5 | -2 | -43 | 100 | 109

(more compounds)
(41) Cc1cccc(-c2nc(C#N)c(N3CCCCCC3)o2)c1
(42) Cc1ccc(S(=O)(=O)N2CCC(O)(c3cccnc3)CC2)cc1
(43) CC(C)(C)C1CCc2onc(C(=O)Nc3cnn(Cc4ccc(F)cc4)c3)c2C1 (centres undefined)
(44) CCCNS(=O)(=O)c1ccc(CCC(=O)N2CCN(c3ccc(OC)cc3)CC2)cc1
(45) CC(=O)Nc1ccc(NS(=O)(=O)c2cn(C)c(=O)n(C)c2=O)cc1
(46) O=C(Nc1ncnc2c1CCC2)C12CC3CC(CC(C3)C1)C2
(47) COc1ccc(-c2cc(C(=O)NCC(C)C)no2)cc1
(48) CC(C)C(c1nnnn1CC1CCCO1)N1CCN(Cc2ccc3c(c2)OCO3)CC1 (centres undefined)

Compound,41,42,43,44,45,46,47,48
CD11b adhes enh,5,0,7,1,-4,·,-1,1
ERa SRC1 pot,97,108,129,120[fluorescence artefact?],94,128,129,101
Smad3 inh,-19,8,4,-6,24[fluorescence artefact?],10[fluorescence artefact?],7,0
H69AR inhibit,94,103,43,88,94,94,86,91
MT1-MMP txn act,1.3,1.2,0.7,1.2,1.1,0.9,·,1
ERb SRC1 inh,-21[fluorescence artefact?],-8[fluorescence artefact?],-6,-2[fluorescence artefact?],9[fluorescence artefact?],6[fluorescence artefact?],-10,-1
ERa SRC1 inh,-17,3[fluorescence artefact?],4,5[fluorescence artefact?],5,1[fluorescence artefact?],-4,7
Lung fibro prol,97,112,70,97,101,96,106,94
HUVEC prolif 384,111,100,55,107,84,99,110,103

(49) COc1ccc(OCc2n[nH]c(=S)o2)cc1
(50) COC(=O)CSc1nnc(C2COc3ccccc3O2)n1-c1ccccc1 (centres undefined)
(51) Cc1cccc(N(CC(O)CON=C2c3ccccc3-c3ccccc32)S(C)(=O)=O)c1 (centres undefined)
(52) COc1cc(C2C(C(C)=O)=C(O)C(=O)N2c2ccc(C)cc2)ccc1O (centres undefined)
(53) CCOC(=O)c1c(C)nc2c(C#N)cnn2c1C
(54) Cc1cc(C)nc(N2CCC(CNC(=O)CCc3ccccc3)CC2)n1
(55) CCN1C(=O)CC(NCc2ccc3c(c2)OCO3)C1=O (centres undefined)
(56) C[N+]1(CCOS(=O)C23CC4CC(CC(C4)C2)C3)CCOCC1 (centres undefined)
(57) O=C(CSc1cn(CCNC(=O)c2cccs2)c2ccccc12)NC1CCCC1
(58) CCOc1ccccc1C(=O)Nc1ccccc1O

Compound,49,50,51,52,53,54,55,56,57,58
CD11b adhes enh,-2,0,-1,-5,0,6,-1,0,-2,7
ERa SRC1 pot,94,109,108,102,109,103,103,97[fluorescence artefact?],80,103
Smad3 inh,2,-1,0,-7,2,-4,8,-5,-9,6
H69AR inhibit,96,102,46,82,85,93,94,84,91,68
MT1-MMP txn act,1.2,1.2,1.1,1.3,1.2,1.3,1.1,1.1,·,1.1
ERb SRC1 inh,-5,-4[fluorescence artefact?],7,-9,-12,-4[fluorescence artefact?],-1[fluorescence artefact?],0,19[fluorescence artefact?],-7
ERa SRC1 inh,-7,-4,9,-4,-11,-4,1[fluorescence artefact?],-8,4[fluorescence artefact?],-8
Lung fibro prol,96,92,104,93,99,95,102,94,98,96
HUVEC prolif 384,97,88,60,102,96,95,100,88,95,86

Results in ERa SRC1 inh, CD11b adhes enh and ERb SRC1 inh (2 entries from above):
no. | Structure | ERa SRC1 inh | CD11b adhes enh | ERb SRC1 inh
49 | COc1ccc(OCc2n[nH]c(=S)o2)cc1 | -7 | -2 | -5
55 | CCN1C(=O)CC(NCc2ccc3c(c2)OCO3)C1=O (centres undefined) | 1[fluorescence artefact?] | -1 | -1[fluorescence artefact?]
